Source: PubChem (Sanford-Burnham Center for Chemical Genomics)
697 NFkB inh: inhibitors of the PMA/ionomycin-induced NF-kB reporter in 697 B cells. 697 B-cell NF-kB luciferase reporter, 16 h. inhibition, % at 4 µM. hit rate 0.33% among 330,000. AID 435022; in the data active = inhibition above about 35%
CXCR6 inh: blocks human CXCR6 beta-arrestin recruitment; O00574; CHO-K1 PathHunter CXCR6 beta-arrestin, luminescence; inhibition, % at 20 µM; hit rate 0.36% among 360,000; AID 602244; in the data active = inhibition above about 34%, passing the limit was not always enough;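 note: antagonist mode with CXCL16 agonist at 10 nM final; 0% = 10 nM CXCL16 with DMSO and 100% = unstimulated wells without agonist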
Target sequence (O00574 whole entry, looked up): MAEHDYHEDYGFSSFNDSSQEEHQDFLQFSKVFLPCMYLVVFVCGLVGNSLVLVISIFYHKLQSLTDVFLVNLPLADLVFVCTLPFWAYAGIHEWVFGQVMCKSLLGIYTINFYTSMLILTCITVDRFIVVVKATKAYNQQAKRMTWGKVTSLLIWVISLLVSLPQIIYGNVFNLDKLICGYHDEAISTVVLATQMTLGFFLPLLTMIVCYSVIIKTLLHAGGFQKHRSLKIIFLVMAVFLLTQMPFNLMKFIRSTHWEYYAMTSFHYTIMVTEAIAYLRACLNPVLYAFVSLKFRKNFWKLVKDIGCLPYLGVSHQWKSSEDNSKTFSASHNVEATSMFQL
Jurkat NFkB inh: inhibitors of the PMA/ionomycin-induced NF-kB reporter in Jurkat cells | PMA/ionomycin-induced NF-kB luciferase reporter, luminescence | inhibition, % at 4 µM | hit rate 0.53% among 330,000; in the data active = inhibition above about 50%
APJ antag: blocks the human apelin receptor APJ | P35414 | CHO-K1 APJ beta-arrestin complementation, luminescence | inhibition, % at 20 µM | hit rate 0.32% among 330,000 | AID 2521;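 active = inhibition above about 40% at 20 µM, limit read from the data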;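 note: cells challenged with 10 nM apelin-13 agonist together with compound; plate controls were apelin-13 plus DMSO wells for no effect and DMSO wells lacking apelin-13 for full effect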
Target sequence (P35414 whole entry, looked up): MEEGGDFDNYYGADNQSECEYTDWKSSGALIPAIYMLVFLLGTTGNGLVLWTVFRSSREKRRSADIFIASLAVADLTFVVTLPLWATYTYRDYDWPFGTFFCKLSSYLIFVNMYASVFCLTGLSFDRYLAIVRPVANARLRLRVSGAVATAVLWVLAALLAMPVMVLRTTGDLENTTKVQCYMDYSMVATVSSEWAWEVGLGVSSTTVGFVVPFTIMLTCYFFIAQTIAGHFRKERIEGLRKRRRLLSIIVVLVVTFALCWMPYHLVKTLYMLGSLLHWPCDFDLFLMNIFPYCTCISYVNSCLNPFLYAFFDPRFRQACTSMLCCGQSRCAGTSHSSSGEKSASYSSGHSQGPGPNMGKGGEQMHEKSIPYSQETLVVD
CCR6 antag: blocks CCL20-driven beta-arrestin recruitment at human CCR6. hit rate 0.49% among 340,000. CHO-K1 CCR6 PathHunter beta-arrestin, luminescence, CCL20-stimulated. inhibition, % at 20 µM. AID 493098. P51684;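 active = compounds whose inhibition of the agonist-driven luminescence signal at 20 µM reaches about 50%, limit read from the data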;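 note: cells stimulated with CCL20 at 14 nM final; plate controls were DMSO with CCL20 for no effect and DMSO without agonist for full effect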
EBI2 block: antagonists of human EBI2 receptor | EBI2 beta-arrestin recruitment, luminescence, 7a,25-OHC stimulated | P32249 | hit rate 0.81% among 360,000 | inhibition, % at 5 µM; in the data active = inhibition above about 38%;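 note: enzyme fragment complementation signal reports receptor beta-arrestin coupling in cells; 0% = agonist plus DMSO wells and 100% = wells without agonist; some results beyond the cut were filed as inactive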
Gli-Sufu antag: blocks Gli-Sufu signaling in a luciferase reporter; Sufu-KO-LIGHT fibroblasts, Gli luciferase reporter luminescence; inhibition, % at 5 µM; hit rate 0.74% among 340,000; AID 588413;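 active = inhibition above about 55%, limit read from the data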;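 note: 0% = DMSO-treated cells and 100% = wells with medium but no cells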
UBC13 inh: inhibitors of human UBC13 polyubiquitin chain formation. AID 485273. TR-FRET. inhibition, % at 20 µM. hit rate 0.47% among 330,000. P61088; in the data active = inhibition above about 45%, passing the limit was not always enough; inconclusive = no clear call, values can overlap the other calls
Target sequence (P61088 whole entry, looked up): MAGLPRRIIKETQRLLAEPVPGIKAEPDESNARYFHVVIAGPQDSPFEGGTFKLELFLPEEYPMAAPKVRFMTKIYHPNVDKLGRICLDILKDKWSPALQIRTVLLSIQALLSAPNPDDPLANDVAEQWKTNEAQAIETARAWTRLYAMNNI
Active calls of the source: *; ? = inconclusive; nt = not tested or not shown. Rows are unselected, and some 3% of all compounds hit somewhere here.

No. | structure | CCR6 antag | EBI2 block | Jurkat NFkB inh | CXCR6 inh | 697 NFkB inh | APJ antag | Gli-Sufu antag | UBC13 inh
1 | COC(=O)CSc1nnc(-c2ccccc2OC)n1-c1ccc(C)cc1 | 2 | -9 | -2 | -5 | -11 | 9 | 0 | 4
2 | O=C(O)c1cc(Cl)c2c(c1)OCO2 | 6 | -10 | 4 | 4 | 14 | -4 | -1 | 1
3 | COC(=O)C1C(O)=C(C=NCc2ccccc2)C(=O)CC1(C)C (centres undefined) | -1 | -8 | 1 | 3 | 10 | 13 | 5 | 0
4 | CCC(C)C(NC(N)=O)C(=O)Nc1ccc(C(=O)OC)cc1 (centres undefined) | -7 | -7 | -12 | 2 | 1 | 16 | -2 | -8
5 | CN1Cc2sc(N)c(C#N)c2CC1(C)C | -9 | -4 | -5 | 2 | 12 | 5 | 1 | -18
6 | Brc1ccc(-c2csc(-c3c[nH]c4ccccc34)n2)cc1 | -14 | 27 | -58 | -15 | -50 | -3 | -30 | 16
7 | O=C(COC(=O)/C=C/c1ccc(OC(F)F)cc1)NCc1cccs1 | 7 | 6 | 4 | -1 | 21 | -5 | -3 | 11
8 | O=c1cc(-c2ccc(O)cc2)oc2ccccc12 | 2 | 19 | -50 | 4 | -47 | 12 | -40 | 4
9 | Clc1ccccc1CSc1cnnc2ccccc12 | 26 | 14 | nt | 7 | nt | nt | -33 | nt
10 | S=C(NCC1CCCO1)n1nnc2ccccc21 (centres undefined) | -4 | nt | 1 | nt | 23 | 22 | 2 | 12
11 | CCCn1c(SCC(=O)NCc2ccccc2)nnc1-c1ccncc1 | 4 | 0 | 4 | 6 | -4 | 12 | -3 | -13
12 | CCOc1ccc(CNC(=O)CCCn2ccc3cc(S(=O)(=O)N4CCCC4)ccc32)cc1 | 17 | 5 | 15 | -5 | 2 | 5 | 19 | -8
13 | C=CCN1C(=O)/C(=c2\sc3nc(=O)c(Cc4ccccc4Cl)nn3c2=O)c2ccccc21 | 10 | -4 | 5 | -3 | 11 | 7 | -3 | -12
14 | CC(C)CCNC(=O)C1CC2Cn3c(nc4cc(Cl)c(Cl)cc43)C2N1C (centres undefined) | 9 | 4 | 6 | -8 | -2 | -7 | -12 | 12
15 | Cn1c(SCc2cccc([N+](=O)[O-])c2)nc2c(c1=O)SCC2 | 16 | -1 | 13 | 9 | -20 | 9 | 23 | 9
16 | CN(Cc1ccccc1)c1ccc2nnc(-c3ccccc3)n2n1 | 20 | 7 | 8 | 7 | -33 | 9 | 5 | 14
17 | COc1ccc(NC(=O)CCNS(=O)(=O)c2cc(Br)ccc2Br)cc1S(N)(=O)=O | 4 | -4 | -6 | 2 | -8 | 1 | -13 | -11
18 | CCOC(=O)[C@@H]1[C@H]2COc3ccc(Br)cc3[C@@H]2N2C(=O)N(c3ccc(C)cc3)C(=O)[C@]12C | 9 | 11 | 6 | -1 | 6 | 3 | 0 | -2
19 | COc1ccc(-c2nc(CN(C)C(C)c3ccon3)c(C)o2)c(C)c1C (centres undefined) | 15 | 5 | 7 | 7 | 7 | 0 | 9 | 3
20 | O=C(CCS(=O)(=O)c1ccccc1)N1CCN(c2ccc(F)cc2)CC1 | -7 | -2 | -23 | 8 | -36 | 16 | -51 | -11
21 | CC(C)CC(=O)N(c1ccc(F)cc1)C1C=CS(=O)(=O)C1 (centres undefined) | 2 | 1 | -2 | 0 | -14 | -26 | -2 | -7
22 | Fc1ccc(-c2csc3ncnc(Cl)c23)cc1 | 8 | 5 | -5 | -6 | -30 | 14 | 0 | -8
23 | Cc1ccc(OCC(=O)Nc2nnc(S(=O)(=O)N3CCC(C)CC3)s2)cc1 | 9 | -12 | -7 | -5 | 1 | -18 | -6 | -12
24 | COc1c(F)c(F)c(C(=O)Nc2cccc(Cl)c2N2CCOCC2)c(F)c1F | -13 | 29 | 0 | -6 | 13 | -18 | 7 | 8
25 | ClC1=C(Cl)C(Cl)=C(Cl)C1=C/C=C/c1ccccc1 | 1 | 0 | 55* | -6 | -275 | -21 | 79* | 10
26 | Cc1[nH]c2ccccc2c1C(=O)CSCC(=O)O | 3 | -3 | -7 | 3 | 0 | 5 | -1 | 9
27 | CCOC(=O)COc1ccc(S(=O)(=O)N2CCN(C(=O)OCC)CC2)cc1 | 7 | -2 | -1 | -7 | 21 | -14 | -1 | 5
28 | Cn1c(CNC(=O)CNS(=O)(=O)c2ccc(Cl)cc2)cc(=O)n(C)c1=O | 8 | 9 | 6 | -2 | 15 | 11 | -5 | 1
29 | CCn1c(SCC(=O)OC(C)C)nnc1-c1ccccc1OC | -4 | -6 | 7 | 2 | 10 | -2 | 1 | 8
30 | CC(=O)c1c(O)c2ccccc2n(C2CCCCC2)c1=O | -14 | -8 | -10 | 0 | -38 | -20 | -14 | ?
31 | NC(=O)C1CCCN(CC(=O)Nc2cc(S(=O)(=O)N3CCOCC3)ccc2N2CCCC2)C1 (centres undefined) | 4 | 2 | 4 | -2 | 1 | 10 | 4 | -4
32 | O=C(C1CCN(c2ccc(N3CCOCC3)nn2)CC1)N1CCN(c2ccc(F)cc2)CC1 | 0 | -8 | 19 | 0 | 6 | -5 | 2 | 17
33 | COCC(=O)Nc1nnc(-c2ccc(C(C)(C)C)cc2)s1 | 0 | -3 | -119 | -8 | -129 | 8 | -69 | 4
34 | COc1cc(CCCN2C(N)=NC[C@@H]2c2ccccc2)cc(OC)c1OC | 5 | -5 | -2 | -4 | 15 | -35 | 2 | -2
35 | COc1nc(NCc2cccnc2)nc(OC)n1 | -5 | -5 | -10 | -4 | 21 | -7 | -3 | 13
36 | O=C(Cn1[nH]c(=O)c2ccccc2c1=O)NCC1COc2ccccc2O1 (centres undefined) | 10 | 2 | 12 | 6 | 12 | 8 | 7 | 6
37 | CC1CCN(S(=O)(=O)N2CCCC(C(=O)NCc3ccccc3Cl)C2)CC1 (centres undefined) | 12 | -3 | 5 | -7 | 6 | 9 | -1 | 0
38 | CCCC(=O)N(c1ccc2oc(=O)sc2c1)S(=O)(=O)c1cccs1 | 0 | 5 | -1 | 2 | -13 | 4 | 9 | 0
39 | CCN(CC)CCN(Cc1cc2cc(C)cc(C)c2[nH]c1=O)C(=S)NCc1ccco1 | -3 | -9 | -5 | 10 | 4 | -11 | 15 | 3
40 | COc1ccc(CNC(=S)NC2CCCCC2)cc1 | 9 | -2 | -6 | -3 | -67 | -4 | 6 | -7
41 | COC(=O)C1=[N+]([O-])OC(C(=O)OC)C1c1c[nH]c2ccccc12 (centres undefined) | 4 | -2 | -4 | 1 | -1 | -2 | 0 | -4
42 | c1ccc2oc(-c3[nH]ncc3CN3CCSCC3)cc2c1 | -12 | 15 | -44 | -5 | -21 | -16 | 13 | -12
43 | O=C1C2C3C=CC([C@@H]2C(=O)N1Cc1cccnc1)C31CC1 (some centres undefined) | 15 | 2 | 8 | 4 | -11 | 3 | 0 | -3
44 | CCCCN(C(=O)c1cccc(S(=O)(=O)N2CCN(C)CC2)c1)c1c(N)n(CC(C)C)c(=O)[nH]c1=O | 1 | -10 | -2 | -4 | -4 | -40 | -8 | -1
45 | Cc1nnc(SCC(=O)N2CC(C)OC(C)C2)n1-c1ccccc1 (centres undefined) | 5 | -13 | -22 | -3 | 4 | 4 | -12 | 3
46 | O=C(Nc1ccccc1Cl)c1ccccc1 | 5 | -1 | -28 | 6 | -3 | 15 | -11 | -2
47 | CC1CCCCC1NC(=O)CSc1nnc(-c2ccccc2)n1N (centres undefined) | -20 | 2 | -4 | 2 | 9 | -7 | -3 | -1
48 | Cc1ccc(SC(=O)COc2ccccc2C)cc1 | 9 | 11 | 5 | 2 | 25 | 10 | -6 | 2
49 | O=C(NC(=S)Nc1ccc(Cl)cn1)C12CC3CC(CC(C3)C1)C2 | 28 | -4 | -43 | 8 | -40 | 16 | -49 | -6
50 | Cc1ccc(S(=O)(=O)NCCC(=O)N2CCCC(C)C2)cc1 (centres undefined) | 0 | 5 | 10 | 0 | -16 | 11 | -5 | -3
51 | O=C(CCN1CCOCC1)NCc1ccccc1 | 4 | -5 | -21 | 5 | 4 | -7 | -7 | -12
52 | NC(CC(=O)O)c1ccc(F)cc1 (centres undefined) | 0 | -18 | 14 | -10 | 10 | 0 | 4 | 8
53 | CC1CCc2sc(C(=O)N(C)CC(=O)Nc3ccc(N4CCOCC4)cc3)cc2C1 (centres undefined) | 2 | 5 | 10 | -6 | 1 | 5 | 5 | 4
54 | COc1ccc(C2C(O)C(c3c[nH]c4ccccc34)=NN2C(=O)CCl)cc1 (centres undefined) | -7 | 2 | 100* | 2 | 97* | -3 | 86* | -2
55 | CCC1CCCCN1CCCNC(=O)c1ccc(CS(=O)(=O)c2ccc(Br)cc2)o1 (centres undefined) | 6 | -14 | 1 | -2 | -18 | -3 | 27 | 9
56 | Cc1occc1-c1nnc(SCC(=O)c2ccc3c(c2)OCCO3)n1CC1CCCO1 (centres undefined) | 7 | 10 | 13 | 9 | 4 | 16 | 5 | 0

Other records.
No. | structure | CCR6 antag | EBI2 block | Jurkat NFkB inh | CXCR6 inh | 697 NFkB inh | APJ antag | Gli-Sufu antag | UBC13 inh
57 | Cc1ccc2[nH]c(=O)c(CN(Cc3ccccc3)Cc3nnnn3C3CCCC3)cc2c1 | 8 | -6 | -40 | 5 | -15 | -5 | 6 | -3
58 | Cn1nnc(NC(=O)CSc2ncn[nH]2)n1 | 3 | -8 | -11 | 3 | -2 | -11 | -1 | -1
59 | O=C1CN(c2ccc(F)cc2)C(=S)N1c1ccccc1 | 6 | -1 | -16 | -20 | -11 | -11 | -2 | 3
60 | CN1CCN(c2ccccc2NC(=O)c2ccc(N3CCCC3)c([N+](=O)[O-])c2)CC1 | 16 | 8 | -6 | 3 | 5 | -2 | 18 | -39
61 | Cc1[nH]c(C)c(S(=O)(=O)N2CCCCC2)c1C(=O)N1CCCC1 | -1 | 7 | 8 | -12 | 7 | -20 | -8 | 2
62 | Cc1cnc(C(=O)NC2CC(C)(C)Cc3c2cnn3-c2cccc(F)c2)cn1 (centres undefined) | 8 | -3 | -4 | 3 | -24 | 26 | 16 | -5
63 | COc1cccc(NC(=O)c2oc3ccccc3c2NC(C)=O)c1 | -25 | -14 | -52 | -3 | -21 | 7 | -53 | -2
64 | COc1cccc2cc(-c3cn4ccc(C)cc4n3)c(=O)oc12 | 11 | -4 | -137 | -6 | -139 | -2 | -97 | 1

Random excerpt: 4 compounds from above
No. | structure | CCR6 antag | EBI2 block | Jurkat NFkB inh | CXCR6 inh | 697 NFkB inh | APJ antag | Gli-Sufu antag | UBC13 inh
63 | COc1cccc(NC(=O)c2oc3ccccc3c2NC(C)=O)c1 | -25 | -14 | -52 | -3 | -21 | 7 | -53 | -2
64 | COc1cccc2cc(-c3cn4ccc(C)cc4n3)c(=O)oc12 | 11 | -4 | -137 | -6 | -139 | -2 | -97 | 1
61 | Cc1[nH]c(C)c(S(=O)(=O)N2CCCCC2)c1C(=O)N1CCCC1 | -1 | 7 | 8 | -12 | 7 | -20 | -8 | 2
58 | Cn1nnc(NC(=O)CSc2ncn[nH]2)n1 | 3 | -8 | -11 | 3 | -2 | -11 | -1 | -1

The list continues:
No. | structure | CCR6 antag | EBI2 block | Jurkat NFkB inh | CXCR6 inh | 697 NFkB inh | APJ antag | Gli-Sufu antag | UBC13 inh
65 | CC12CCC(=O)C=C1CCC1C2C(=O)CC2(C)C1CCC2(O)C(=O)CO (centres undefined) | 11 | -1 | -3 | 2 | -5 | -4 | 12 | 3
66 | O=C(CCNC(=O)Cn1cnc2ccccc2c1=O)NCC1CCCO1 (centres undefined) | -12 | -2 | -10 | 0 | 13 | -11 | -9 | 2
67 | O=C1OC(c2ccccc2)(c2ccc(O)cc2)c2ccccc21 (centres undefined) | 31 | 2 | nt | -1 | nt | nt | 4 | nt
68 | CCCC(C(=O)NC1CCCC1)N(C(=O)Cn1nnc(-c2ccc(C)o2)n1)c1ccccc1OC (centres undefined) | 2 | -1 | 7 | 3 | 10 | 18 | 8 | 1
69 | O=C(Cn1cnc2ccccc2c1=O)NCc1ccc2c(c1)OCO2 | -10 | -1 | 5 | -7 | 8 | -19 | -48 | -3
70 | COc1ccc(OC)c(C2CC(=O)C3=C(C2)NC(=O)CC3c2ccc(O)c(OC)c2)c1 (centres undefined) | 1 | -12 | -9 | 5 | 2 | 8 | 4 | 8
